Pf gamet viab – P. falciparum stage V gametocyte viability inhibition | inhibition, % at 10.9 µM | hit rate 0.065% among 150,000 | P. falciparum stage V gametocytes, ATP luminescence, 24 h;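 active = inhibition above the mean plus 3 SD of compounds within the control limits, set per campaign, cut at about 38% in these data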;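 note: 0% = DMSO wells and 100% = medium only without gametocytes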
* hit, by the source's call. Not all compounds are listed. The share of hits here may be higher or lower than overall.

Compound,Pf gamet viab
CCOCCCn1c(SCC(=O)Nc2ccc(NC(C)=O)cc2)nc2ccccc2c1=O,10
CCOc1ccc(S(=O)(=O)n2ccc(C)n2)cc1,5
Cc1cc(C=O)c(C)n1-c1ccc(NC2CCCC2)c([N+](=O)[O-])c1,-9
Cc1nccn1CC(=O)c1ccc(O)c(O)c1,-24
CCCCN(CCCC)CCCNC(=O)C1CC(c2cc(C(F)(F)F)cc(C(F)(F)F)c2)=NO1 (stereo not drawn),11
CC(C)C[C@H]1CN=C(Nc2ccccc2)N1CC(C)C,-33
COC(=O)c1ccc(CSc2nc(C(F)F)cc(C)c2C#N)o1,-28
O=C(NCCc1ccc(C(F)(F)F)cc1)C1CCC(=O)N(CCCN2CCCC2=O)C1 (stereo not drawn),-2
COc1ccc(CCNC(=O)/C=C/c2ccco2)cc1OC,-5
O=c1cc(-c2ccccc2)c2c(O)cc(O)cc2o1,-5
CCN(CC)CCCNc1ncnc2scc(-c3ccc(F)cc3)c12,17
NNc1nc(-c2ccccc2Cl)nc2ccccc12,19
CC1=NN(C(=O)c2ccccc2C)C(O)(c2ccc(Cl)cc2)C1 (stereo not drawn),10
COC(=O)c1c(-c2ccccc2OC)sc2ccc(OC)cc12,2
COc1ccccc1N1C(=O)CC(N2CCN(c3ccc(Cl)cc3)CC2)C1=O (stereo not drawn),-4
O=C(Nc1ccccc1[N+](=O)[O-])C1COc2ccccc2O1 (stereo not drawn),4
CC(C)c1nc2sc3c(SCCN(C)C)ncnc3c2c2c1CCC2,-15
Nc1ccc2nn(-c3cc([N+](=O)[O-])ccc3O)nc2c1,-7
C=CCOc1ccc2ccccc2c1CNn1c(C)n[nH]c1=S,8
COCCSc1ccccc1C(=O)Nc1ccc(S(=O)(=O)N2CCOCC2)cc1,-3
COCc1cc(C)nc2sc(C(=O)Nc3ccccc3OC)c(N)c12,27
O=C(Nc1ccccc1C(=O)N1CCOCC1)c1cc2ccccc2o1,16
CC(C)(C)OC(=O)[C@H](Cc1ccccc1)NC(=O)c1[nH]cnc1C(=O)N[C@@H](Cc1ccccc1)C(=O)OCc1ccccc1,6
CC(C)(C)OC(=O)C[C@@H]1C/C=C\C[C@H](CC(=O)N[C@H](CO)Cc2ccccc2)C(=O)N[C@H](Cc2ccccc2)COC1=O,-13
O=C(NC1(Cc2ccccc2)CCN(Cc2ccc(-c3ccccc3)cc2)C1=O)c1ccccc1 (stereo not drawn),16
O=C(Nc1ccc(OCC(F)(F)C(F)F)c(C(F)(F)F)c1)c1ccccc1,-34
O=C(C[C@H]1C/C=C\CCCCC(=O)OC[C@H]2CCCN2C1=O)N[C@H](CO)Cc1ccccc1,27
O=C(O)c1cc(Cl)c2c(c1)OCO2,14
CCC/C=C1/CCCOC(C(=O)NCc2ccccc2)(C(F)(F)F)C1 (stereo not drawn),-4
C=CCOc1c(Br)cc(CNn2c(C)n[nH]c2=S)cc1OCC,-18

Two compounds drawn at random from those above, as already listed:
Compound,Pf gamet viab
CC(C)(C)OC(=O)C[C@@H]1C/C=C\C[C@H](CC(=O)N[C@H](CO)Cc2ccccc2)C(=O)N[C@H](Cc2ccccc2)COC1=O,-13
COCc1cc(C)nc2sc(C(=O)Nc3ccccc3OC)c(N)c12,27

Returning to the listing, starting 3 compounds before the break.
Compound,Pf gamet viab
O=C(O)c1cc(Cl)c2c(c1)OCO2,14
CCC/C=C1/CCCOC(C(=O)NCc2ccccc2)(C(F)(F)F)C1 (stereo not drawn),-4
C=CCOc1c(Br)cc(CNn2c(C)n[nH]c2=S)cc1OCC,-18
Cc1ccsc1/C=N/N=C/c1sccc1C,6
CCc1ccc(NC(=O)CN2CCN(c3ccc(OC)cc3)CC2)cc1,23
Cc1ccc2nc3n(c2c1)CCCN3,7
CSC(C1CCCC1)n1nnc2ccccc21 (stereo not drawn),-26
Cc1ccc(-c2csc3ncnc(NCCC(=O)O)c23)cc1,4
CC1=C(C(=O)OCc2ccccc2)C(c2ccccc2OS(=O)(=O)c2ccc([N+](=O)[O-])cc2)NC(=O)N1CCCC(=O)O (stereo not drawn),-56
Cc1ccc(NC(=O)CN2CCN(C)CC2)cc1Br,-8
O=C(Cc1cccs1)Nc1ccc(F)cc1,9
CCN(C(=O)COc1nc(C)cc(C)c1C#N)c1ccccc1,0
N#Cc1ccc2c(c1)nnn2-c1ccccc1,14
COc1cc(CNc2nc3ccccc3s2)cc(OC)c1OC,-8
CCOC(=O)c1c(-c2ccc(C)cc2)csc1NC(=O)c1cc2ccccc2oc1=O,-3
CC(C)(C)OC(=O)NCCCCCNC(=O)c1[nH]cnc1C(=O)Nc1cccc(Cl)c1,-17
CCN1C(=O)[C@H]2[C@@H](c3ccc(-c4cccc(Cl)c4)cc3)N[C@@](Cc3ccccc3)(C(=O)OC)[C@H]2C1=O,-20
CC(C)N(Cc1c(O)ccc2c(=O)c(-c3ccc(Cl)cc3)coc12)C(C)C,-4

5 entries from above, ordered by length of the SMILES, smallest number first.
Compound,Pf gamet viab
Cc1ccc2nc3n(c2c1)CCCN3,7
CSC(C1CCCC1)n1nnc2ccccc21 (stereo not drawn),-26
COc1cc(CNc2nc3ccccc3s2)cc(OC)c1OC,-8
Cc1ccc(-c2csc3ncnc(NCCC(=O)O)c23)cc1,4
CCOC(=O)c1c(-c2ccc(C)cc2)csc1NC(=O)c1cc2ccccc2oc1=O,-3

More entries follow.
Compound,Pf gamet viab
Cc1cccc(N2C(=O)c3cccc4c(N)ccc(c34)C2=O)c1,-14
O=C(NCCCCNC(=O)c1ccccc1F)c1ccccc1F,-6
CCOC(=O)CNC(=O)N1CCc2ccc(NC(=O)c3ccccc3Cl)cc2C1,8
CC(C)C[C@H](NC(=O)c1[nH]cnc1C(=O)N[C@@H](Cc1ccccc1)C(=O)OCc1ccccc1)C(=O)OCc1ccccc1,-5
C=CCOc1nc2c(c(=O)n(Cc3ccc(Cl)c(Cl)c3)c(=O)n2C)n1C,12
CCOC(=O)[C@H]1[C@H]2COc3cc(OC)ccc3[C@@H]2N2C(=O)CN(Cc3ccc(Cl)cc3)C(=O)[C@@]12C,-23
COc1ccc(CCN(C)C2CCCN(C(=O)CCC(F)(F)F)C2)cc1OC (stereo not drawn),16
CSc1ccc(CN2CCC(CO)(CCOc3ccccc3)CC2)cc1,-7
C[C@@H]1COC(=O)[C@H](NC(=O)OCC2c3ccccc3-c3ccccc32)C/C=C\C[C@@H](CC(=O)N[C@H](CO)Cc2ccccc2)C(=O)N1,-7
CC1CCN(c2ccc3c(c2)S(=O)(=O)c2cccc(C(=O)NC4CCCCC4)c2C3=O)CC1,22
CCOC(=O)C1(C)NC(c2ccc(O)cc2)C2C(=O)N(c3ccccc3)C(=O)C21 (stereo not drawn),-5
CC(C)n1c(/N=C/c2ccccc2O)nc2ccccc21,17
C[C@@H](NC(=O)c1nc[nH]c1C(=O)N1CCc2ccccc2C1)c1ccccc1,-15
Cc1ccc(SCCNCc2ccco2)cc1,-6
C=C(C)[C@@H](O)COc1c2ccoc2cc2oc(=O)ccc12,9
CCCOC(=O)C1=C(C)NC(=O)NC1c1cc2c(cc1Br)OCO2 (stereo not drawn),-22
CC12CCC(C(=O)OC3CCCCC3)(OC1=O)C2(C)C (stereo not drawn),-9
CCOc1cccc(C(=O)Nc2ccc(NC(=O)c3cc4ccccc4o3)c(OC)c2)c1,13
CN1CCN(CC(O)COc2ccccc2)CC1 (stereo not drawn),-12
O=C1C2CCCCN2C(=O)N1CCCCN1CCN(c2cccc(C(F)(F)F)c2)CC1 (stereo not drawn),5
Cc1cc(NC(=O)c2ccccc2Cl)ccc1NC(=O)c1ccccc1Cl,-20
CC1O[C@H](OC2C(COC3OC(CO)C(O)[C@H](O)C3O)OC(OC3CC[C@]4(C)C(CC[C@@]5(C)[C@@H]4C=C[C@]46OC[C@@]7(CCC(C)(C)C[C@H]74)C(O)C[C@@]56C)C3(C)C)C(O)C2O)C(O)C(O)C1O (stereo partly drawn),7
CC(C)(C)c1ccc(SCCc2ccncc2)cc1,3
Cc1cccc(C(=O)NC(=S)NC(C)c2ccccc2)c1 (stereo not drawn),-11
CCc1ccccc1C1=CC(=O)C[C@H](c2ccc(OC)cc2)C1,16
COc1ccc(CN2CCSCC2)c(C)c1C,-11
O=C1OC(CCl)CN1Cc1c(Cl)cccc1Cl (stereo not drawn),-13
CC(C)CCC(=O)N1CCOC1=O,-1
O=C(Nc1ccc2c(c1)OCCO2)c1ccc(Cl)cc1Cl,-5
CC(=O)c1cc2c(cc1NC(=O)c1ccc(Cl)cc1)OCCO2,15
COc1ccc2cc(-c3ccccc3)ncc2c1,15
O=C(OCc1c(-c2ccccc2)ncc2ccccc12)N1CCOCC1,-19
Cc1ccc(-c2cc(C(=O)Nc3ccccc3C(N)=O)c3ccccc3n2)o1,-22
O=C(c1cccs1)c1c[nH]cc1-c1ccccc1,-2
CC(C)c1nc2oc3c(NCc4ccccn4)ncnc3c2c2c1COC(C)(C)C2,11
CC(C)(C)c1csc(N/N=C/c2ccc(O)cc2)n1,11
CCc1cccc(C)c1NC(=O)C1CCCN(S(C)(=O)=O)C1 (stereo not drawn),1
NC(=S)NC(c1ccccc1)c1ccncc1 (stereo not drawn),11
Cc1cc(C)c(OCCOCCN2CCCC2)c(C)c1,-4
CSCCC(NC(N)=O)C(=O)Nc1ccc(F)c(Cl)c1 (stereo not drawn),23
CS(=O)(=O)N(CC(=O)N1CCCCC1)Cc1ccccc1,-15
O=C(N/N=C/c1ccc(Br)cc1)c1ccc(NC(=O)c2ccccc2)cc1,11
c1ccc(N=Nc2ccc3cccccc2-3)cc1,-21
COc1cccc(CNC(=O)CCCC(=O)NC(C)CCc2ccccc2)c1 (stereo not drawn),6
C#CCOCCOCCOCCNc1nc(N2CCN(C(=O)CCCCCCCCCCNC(=O)[C@@H]([C@H](C)O)n3cc(C)nn3)CC2)nc(N2CCN(C(=O)CCCCCCCCCCNC(=O)[C@@H]([C@H](C)O)n3cc(C)nn3)CC2)n1,-24

Some values from the entries so far.
Entry of COc1ccc(CN2CCSCC2)c(C)c1C under Pf gamet viab: -11
Entry of CCc1ccccc1C1=CC(=O)C[C@H](c2ccc(OC)cc2)C1 under Pf gamet viab: 16

Other records follow:
Compound,Pf gamet viab
O=C(c1ccc2ccccc2c1)N1CCN(c2ccccn2)CC1,14
COc1ccc(OC)c(C2=Nn3c(nnc3-c3ccncc3)SC2)c1,-11
COc1ccc(S(=O)(=O)NCCCn2ccnc2)cc1C(C)(C)C,6
COc1ccc(-c2csc(N(CCCN(C)C)C(=O)c3ccccc3F)n2)cc1,8
O=C(N/N=C/c1cccc([N+](=O)[O-])c1O)C(O)(c1ccccc1)c1ccccc1,-7
Cc1cc(Cn2nc(C(=O)NCc3cccs3)cc2-c2ccccc2)on1,20
CCOc1cc(C(=S)N2CCOCC2)ccc1OC(=O)c1cc(OC)c(OC)c(OC)c1,-2
COc1c2ccc(OCC/C(C)=C/C(=O)C=C(C)C)cc2nc2occc12,-21
c1ccc(NCc2cccc3ccccc23)nc1,-10
Clc1ccc(CNCC2CCCO2)c(Cl)c1 (stereo not drawn),12
COc1ccc(C(=O)NN/C(C)=C/C(=O)c2ccccc2)cc1,-5
NC(=O)N/N=C/c1sc(N2CCCCC2)nc1-c1cccs1,22
C[C@H]1COC(=O)[C@@H](CC(=O)OC(C)(C)C)C/C=C\C[C@@H](CC(=O)N[C@H](CO)Cc2ccccc2)C(=O)N1,20
Cc1noc(C)c1CSCC(=O)NC1=NCCS1,31
CC(C)(NC(=O)NC(CO)c1ccccc1)c1cccc(C(C)(C)NC(=O)NC(CO)c2ccccc2)c1 (stereo not drawn),5
C=CCNC(=O)C1CC1(c1ccc(C)cc1)c1ccc(C)cc1 (stereo not drawn),-3
CCN1C(=O)[C@H]2[C@@H](c3ccc(-c4ccccc4)cc3)N[C@@](CC(C)C)(C(=O)OC)[C@H]2C1=O,10
O=S1OCCN1c1ccccc1 (stereo not drawn),22
NCCCC[C@@H](C(=O)N1CCNCC1)n1cc([C@@H](N)CC(N)=O)nn1,-9
COc1ccc(CCNC(=O)c2c(O)c3c([nH]c2=O)CCCC3)cc1OC,33
Cc1cc(C(=O)Nc2ccc(Br)cc2)c2ccccc2n1,-5
CC1CCN(CC(O)COc2ccc(OCC(O)CN3CCC(C)CC3)cc2)CC1 (stereo not drawn),-15
Cc1ccc(C(=O)Nc2ccc3c(c2)OCCO3)c(C)c1,5
Cc1cc(C)n2nc(C(=O)NCc3ccco3)nc2n1,4
COC(=O)c1ccc(CSc2ccc3nnc(-c4ccc(OC)c(OC)c4)n3n2)o1,-8
C=CCC(=O)NC1CC(C)(C)Cc2c1cnn2-c1ccc(C)cc1 (stereo not drawn),14
Cc1ccccc1N1CCN(Cc2ccc([N+](=O)[O-])o2)CC1,2
Cc1ccc(C)c(OC(=O)CN2C(=O)c3ccccc3C2=O)c1,-13
Cc1ccccc1N1CCN(CCN2C(=O)CC(=C3c4ccccc4-c4ccccc43)C2=O)CC1,-7
CCN(CC)CCNCC(=O)N1c2ccccc2CCc2ccc(NC(=O)OC)cc21,-10
CC(C)CC(=O)N1CCC(N(CCc2ccccc2)Cc2ccccc2)CC1,-2
Cc1nnc2n(C)c(=O)c3c4c(sc3n12)COC(C)(C)C4,5
O=C(c1cc(C(=O)N2CCOCC2)c2nc3ccccc3n2c1)c1cc(Cl)cc(Cl)c1O,-20
CCOc1cc2ccccc2cc1C(=O)Nc1ccccn1,3
COc1ccccc1CNC(=O)COc1ccccc1C,-4

From PubChem BioAssay
